Compound activity from PubChem.
influenza NS1A = H1N1 influenza NS1A inhibitors, functional cell based assay (AID 504329) | NS1A functional cell-based assay, percent inhibition; higher % means a stronger effect | inhibition, % at 12.5 µM, or IC50 in µM where a hit was titrated | hit rate 0.3% among 340,000; in the data active = a potency from the dose series; inconclusive = inhibition above about 27% without an active follow-up result; note: strong numbers were not always called active
H37Rv inhibition = M. tuberculosis growth inhibition, HTS (AID 449762); M. tuberculosis H37Rv growth inhibition, 7H9 media; higher % means a stronger effect; inhibition, % at 25 µM; hits with a dose series show IC50 in µM; hit rate 0.59% among 330,000; in the data active = a potency from the dose series; inconclusive = inhibition above about 70% without an active follow-up result;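 note: bacterial growth assessed after seven days of incubation; strong numbers were not always called active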
M. tuberculosis = growth inhibition of non-replicating M. tuberculosis (AID 488890); Mycobacterium tuberculosis non-replicating, growth inhibition; higher % means a stronger effect; inhibition, % at 25 µM, or IC50 in µM where a hit was titrated; hit rate 0.39% among 320,000; in the data active = a potency from the dose series; inconclusive = inhibition mostly from about 82% at the one dose, without a potency; inactive = the rest, 99 in 100 with inhibition below about 76%;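 note: plate controls were DMSO cells for no effect and high antibiotic wells for full effect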
VEEV TC-83 Vero = inhibitors of VEEV TC-83 cytopathic effect, confirmation, Vero cells (AID 588727) | Vero cells, VEEV TC-83 cytopathic effect inhibition; higher % means a stronger effect | inhibition, % at 20 µM; hits with a dose series show IC50 in µM | hit rate 0.13% among 350,000; in the data active = a potency from the dose series; inconclusive = inhibition mostly from about 14% at the one dose, without a potency; inactive = the rest, 99 in 100 with inhibition below about 12%; note: strong numbers were not always called active
Salmonella PhoP GFP = Inhibition of PhoP regulon, Salmonella typhi GFP reporter cells, confirmation, 4 h (AID 1850). Salmonella Typhi PhoP-promoter GFP reporter, fluorescence, 4 h; higher % means a stronger effect. one-dose inhibition, % at 50 µM; IC50 in µM for titrated hits. hit rate 0.33% among 310,000; in the data active = a potency from the dose series; inconclusive = inhibition mostly from about 25% at the one dose, without a potency; inactive = the rest, 99 in 100 with inhibition below about 19%;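 note: 0% = induced wells with vehicle and 100% = uninduced wells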
VEEV TC-83 Vero 10K pilot screen = second read-out of VEEV TC-83 Vero, no call of its own (marks repeat the call); inhibition, %; measured here: 10K pilot screen inhibition
An asterisk follows results filed as active.

How did COc1ccccc1C(CNC(=O)c1ccc(NS(=O)(=O)c2ccc(F)c(C)c2)cc1)N1CCCC1 (centres undefined) do in these assays?
influenza NS1A: 1.5%; H37Rv inhibition: 5.3%; M. tuberculosis: 26.3%; VEEV TC-83 Vero: 1.4%; Salmonella PhoP GFP: 15.8%

How did O=C(OCc1nnc(-c2ccccc2Br)o1)c1ccco1 do in these assays?
influenza NS1A: 2.1%; H37Rv inhibition: 5.5%; M. tuberculosis: 37.8%; VEEV TC-83 Vero: 4.1%

What do the screens show for `COc1ccc(CC(=O)Nc2nc(-c3cccc([N+](=O)[O-])c3)cs2)cc1`?
influenza NS1A: 1.6%; H37Rv inhibition: 5.1%; M. tuberculosis: 57.6%; VEEV TC-83 Vero: 3.0%; Salmonella PhoP GFP: -2.5%

What do the screens show for `COc1cccc(OCC(=O)N(Cc2nc(-c3ccc(Cl)cc3)no2)C(C)C)c1`?
influenza NS1A: -6.4%; H37Rv inhibition: -6.6%; VEEV TC-83 Vero: 1.3%; Salmonella PhoP GFP: -5.3%

What do the screens show for `Cc1cc(C(=O)COC(=O)C(C)NC(N)=O)c(C)n1Cc1ccco1` (centres undefined)?
influenza NS1A: 3.6%; H37Rv inhibition: -2.9%; M. tuberculosis: 1.6%; VEEV TC-83 Vero: 0.4%; Salmonella PhoP GFP: 0.3%

Results for COc1cc2cc(C(c3nnnn3C3CCCC3)N3CCc4ccccc43)c(=O)[nH]c2cc1OC (centres undefined) ?
influenza NS1A: 3.4%; H37Rv inhibition: 0.6%; M. tuberculosis: 25.0%; VEEV TC-83 Vero: inactive; Salmonella PhoP GFP: -10.9%

What do the screens show for `CCC(C)N(CC(=O)NCc1ccc(OC)cc1)C(=O)c1csnn1` (centres undefined)?
influenza NS1A: -1.9%; H37Rv inhibition: -6.3%; M. tuberculosis: -5.4%; VEEV TC-83 Vero: 0.7%; Salmonella PhoP GFP: 22.7%

How did Cc1cccc(CN2C(=O)N/C(=C/c3cc(C)n(-c4ccccn4)c3C)C2=O)c1 do in these assays?
influenza NS1A: 5.6%; H37Rv inhibition: -1.1%; M. tuberculosis: 35.9%; VEEV TC-83 Vero: 9.5%; Salmonella PhoP GFP: -11.3%; VEEV TC-83 Vero 10K pilot screen: 3.0

What do the screens show for `CC(C)(C)NC(=O)NC(=O)COC(=O)c1ccco1`?
influenza NS1A: 6.0%; H37Rv inhibition: -9.0%; M. tuberculosis: -17.5%; VEEV TC-83 Vero: inactive; Salmonella PhoP GFP: -3.0%

Results for O=C(Cn1cc([N+](=O)[O-])cn1)NCCc1c[nH]c2ccccc12 ?
influenza NS1A: 0.1%; H37Rv inhibition: 4.6%; M. tuberculosis: 32.6%; VEEV TC-83 Vero: 0.3%; Salmonella PhoP GFP: 9.7%

What do the screens show for `N#Cc1ccc2ccn(CC(=O)NC3CCCCCC3)c2c1`?
influenza NS1A: -7.5%; H37Rv inhibition: 7.7%; M. tuberculosis: 2.8%; VEEV TC-83 Vero: inactive; Salmonella PhoP GFP: 7.2%

Results for COC(=O)C1=C(C)NC(C)=C(C(=O)OC)C1C(=O)OCc1nnc(-c2ccccc2Cl)o1 ?
influenza NS1A: -10.1%; VEEV TC-83 Vero: 8.6%

Results for CCOC(=O)c1ccc(NC(=S)N2CCCC(C(=O)N3CCCC3)C2)cc1 (centres undefined) ?
influenza NS1A: -7.3%; H37Rv inhibition: 2.0%; M. tuberculosis: 28.3%; VEEV TC-83 Vero: 2.9%; Salmonella PhoP GFP: -5.6%

How did COc1ccc(/C=C/C(=O)OCC(=O)NC2CCCC2)cc1OC do in these assays?
influenza NS1A: -3.5%; H37Rv inhibition: 1.3%; M. tuberculosis: 8.4%; VEEV TC-83 Vero: 2.9%

How did CCOc1nsc(OCC)n1 do in these assays?
influenza NS1A: -8.3%; H37Rv inhibition: -7.5%; M. tuberculosis: -15.8%; VEEV TC-83 Vero: 0.6%; Salmonella PhoP GFP: -10.4%

How did COc1ccc(CC2(CO)CCN(S(=O)(=O)c3c(C)nn(C)c3C)CC2)cc1 do in these assays?
influenza NS1A: 1.1%; H37Rv inhibition: -2.7%; M. tuberculosis: 3.8%; VEEV TC-83 Vero: 0.7%; Salmonella PhoP GFP: -21.1%

What do the screens show for `O=C1CC(C(=O)Nc2ccc(Cl)cc2)S/C(=N\N=C\c2ccco2)N1` (centres undefined)?
influenza NS1A: 15.9%; H37Rv inhibition: -10.1%; M. tuberculosis: -5.4%; VEEV TC-83 Vero: 1.3%; Salmonella PhoP GFP: -9.5%

What do the screens show for `Cc1cccc(OCC(=O)N2CCN(C(=O)c3cccs3)CC2)c1`?
influenza NS1A: -21.9%; H37Rv inhibition: -9.2%; M. tuberculosis: 5.7%; VEEV TC-83 Vero: inactive; Salmonella PhoP GFP: -8.9%

What do the screens show for `CCn1c(NC(=O)C(C)C)c(-c2ccccc2)c(=O)c2ccccc21`?
H37Rv inhibition: -5.5%; M. tuberculosis: -6.3%; VEEV TC-83 Vero: 2.0%; Salmonella PhoP GFP: 4.5%

Results for C[C@@H](N)C(=O)N[C@H]1CCC2C3CC=C4C[C@@H](O)CC[C@]4(C)C3CC[C@@]21C (some centres undefined) ?
influenza NS1A: -19.9%; VEEV TC-83 Vero: 1.7%

Results for OCC[C@H]1C[C@@H](O)[C@H](O)[C@@]2(Cc3ccccc3CCO2)O1 ?
influenza NS1A: -3.1%; H37Rv inhibition: -11.2%; M. tuberculosis: -9.9%; VEEV TC-83 Vero: 0.6%; Salmonella PhoP GFP: 10.3%; VEEV TC-83 Vero 10K pilot screen: 0.6

What do the screens show for `CCN1C(=O)[C@@H]2C(C(=O)c3cnccn3)=NN[C@@H]2C1=O`?
influenza NS1A: -15.5%; H37Rv inhibition: -4.5%; M. tuberculosis: -11.0%; VEEV TC-83 Vero: 0.6%; Salmonella PhoP GFP: -23.6%

Results for Cc1nnsc1C(=O)NC1CCCc2c1cnn2-c1ccccc1F (centres undefined) ?
influenza NS1A: 27.2%; H37Rv inhibition: 9.8%; M. tuberculosis: -10.2%; VEEV TC-83 Vero: 0.3%; Salmonella PhoP GFP: -4.7%

How did C(#Cc1ccc(C#CCN2CCOCC2)cc1)CN1CCOCC1 do in these assays?
influenza NS1A: -4.6%; H37Rv inhibition: 9.3%; M. tuberculosis: 1.0%; VEEV TC-83 Vero: inactive; Salmonella PhoP GFP: 3.4%

How did Cc1ccc(S(=O)(=O)NP(=O)(Oc2ccccc2)Oc2ccccc2)cc1 do in these assays?
influenza NS1A: -9.2%; H37Rv inhibition: -9.2%; M. tuberculosis: 4.5%; VEEV TC-83 Vero: 0.7%; Salmonella PhoP GFP: 18.8%

How did CCCCNC(=S)NNC(=O)c1cccnc1 do in these assays?
influenza NS1A: -4.4%; H37Rv inhibition: -2.5%; M. tuberculosis: -4.8%; VEEV TC-83 Vero: 7.0%; Salmonella PhoP GFP: -4.1%

What do the screens show for `Cn1cnc([N+](=O)[O-])c1Oc1ccccc1`?
influenza NS1A: -1.1%; H37Rv inhibition: 12.1%; M. tuberculosis: 68.3%; VEEV TC-83 Vero: 1.0%; Salmonella PhoP GFP: -1.6%

What do the screens show for `COc1ccccc1C(=O)N/N=C/c1c[nH]c2ccccc12`?
influenza NS1A: 0.7%; H37Rv inhibition: 1.2%; M. tuberculosis: 3.0%; VEEV TC-83 Vero: 0.7%; Salmonella PhoP GFP: -0.4%

Results for CC(C)C(=O)Nc1ccc(C(=O)NN2C(=O)c3ccccc3C2=O)cc1 ?
influenza NS1A: 21.7%; H37Rv inhibition: 0.1%; M. tuberculosis: -12.1%; VEEV TC-83 Vero: inactive; Salmonella PhoP GFP: -7.5%

Results for CCCCc1nc2sc3c(=O)[nH]c(=S)[nH]c3c2c2c1CCC2 ?
influenza NS1A: -7.2%; VEEV TC-83 Vero: 2.3%

How did COCCNC(=O)c1cnn2c(C(F)(F)F)cc(-c3ccc(C)cc3)nc12 do in these assays?
influenza NS1A: -10.6%; H37Rv inhibition: 16.8%; M. tuberculosis: 6.3%; VEEV TC-83 Vero: 6.9%; Salmonella PhoP GFP: -9.6%

Results for CCCn1c(SCC(=O)N(CC)CC)nnc1-c1ccncc1 ?
influenza NS1A: -8.0%; H37Rv inhibition: -2.3%; M. tuberculosis: -4.5%; VEEV TC-83 Vero: 0.6%; Salmonella PhoP GFP: -4.7%

Results for OCC1(CCOc2ccccc2)CCN(Cc2cc(Cl)ccc2O)CC1 ?
influenza NS1A: 22.0%; H37Rv inhibition: 4.6%; M. tuberculosis: inactive; VEEV TC-83 Vero: inactive; Salmonella PhoP GFP: 13.7%

What do the screens show for `O=C(CSc1nc(-c2ccco2)cc(C(F)(F)F)n1)Nc1cccnc1`?
influenza NS1A: -5.4%; H37Rv inhibition: 46.1%; M. tuberculosis: 32.5%; VEEV TC-83 Vero: 0.1%; Salmonella PhoP GFP: -5.4%

Results for CCOc1c2ccc(C(=O)NCCCCc3ccccc3)cc2nn1C ?
influenza NS1A: -5.0%; H37Rv inhibition: 3.8%; M. tuberculosis: 6.5%; VEEV TC-83 Vero: 0.2%; Salmonella PhoP GFP: 3.6%; VEEV TC-83 Vero 10K pilot screen: 0.2

How did Cc1ccc(NC(=S)NCc2ccc(F)cc2)c(C)c1 do in these assays?
influenza NS1A: -1.2%; H37Rv inhibition: 12.2%; M. tuberculosis: 73.6%; VEEV TC-83 Vero: inactive; Salmonella PhoP GFP: 1.4%

What do the screens show for `CN1CCC(=NNC(=O)COc2ccc(Cl)cc2)CC1`?
influenza NS1A: -17.1%; H37Rv inhibition: 2.0%; M. tuberculosis: 14.7%; VEEV TC-83 Vero: 0.7%; Salmonella PhoP GFP: -1.9%

What do the screens show for `O=S(=O)(c1ccc(Cl)c(Cl)c1)N1CCc2nc3ccccc3n2CC1`?
influenza NS1A: -2.1%; VEEV TC-83 Vero: 1.5%

What do the screens show for `Cc1ccccc1N1CCN(C(=O)c2cc(C3CC3)nn2-c2ccccc2)CC1`?
influenza NS1A: -0.1%; H37Rv inhibition: 5.4%; M. tuberculosis: 17.9%; VEEV TC-83 Vero: 4.7%

What do the screens show for `CCSc1nc2ccccc2n1CC(=O)O`?
influenza NS1A: -6.0%; H37Rv inhibition: -1.0%; M. tuberculosis: 0.3%; VEEV TC-83 Vero: inactive; Salmonella PhoP GFP: 4.8%

3 structures already listed, arranged by count of non-hydrogen atoms, lowest first:
What do the screens show for `Cn1cnc([N+](=O)[O-])c1Oc1ccccc1`?
influenza NS1A: -1.1%; H37Rv inhibition: 12.1%; M. tuberculosis: 68.3%; VEEV TC-83 Vero: 1.0%; Salmonella PhoP GFP: -1.6%

Results for Cc1nnsc1C(=O)NC1CCCc2c1cnn2-c1ccccc1F (centres undefined) ?
influenza NS1A: 27.2%; H37Rv inhibition: 9.8%; M. tuberculosis: -10.2%; VEEV TC-83 Vero: 0.3%; Salmonella PhoP GFP: -4.7%

Results for CCOc1c2ccc(C(=O)NCCCCc3ccccc3)cc2nn1C ?
influenza NS1A: -5.0%; H37Rv inhibition: 3.8%; M. tuberculosis: 6.5%; VEEV TC-83 Vero: 0.2%; Salmonella PhoP GFP: 3.6%; VEEV TC-83 Vero 10K pilot screen: 0.2

Going on with the list.
Results for CCS(=O)(=O)c1ccc2oc(SCC(=O)NC34CC5CC(CC(C5)C3)C4)nc2c1 ?
influenza NS1A: -2.3%; H37Rv inhibition: 0.5%; M. tuberculosis: 24.7%; VEEV TC-83 Vero: inactive; Salmonella PhoP GFP: -12.8%

How did Cc1cccc(C(C)(C)C)c1OCCOCCN1CCCC1 do in these assays?
influenza NS1A: 15.4%; H37Rv inhibition: 10.6%; M. tuberculosis: 13.8%; VEEV TC-83 Vero: 0.2%; Salmonella PhoP GFP: -3.5%

What do the screens show for `O=C(CCNc1ccccc1)c1ccc2c(c1)OCO2`?
influenza NS1A: -1.3%; H37Rv inhibition: 5.3%; M. tuberculosis: inconclusive; VEEV TC-83 Vero: 2.5%; Salmonella PhoP GFP: 3.4%

How did C/C(=N\NC(=O)c1ccc(N2CCCC2=O)cc1)c1ccccc1 do in these assays?
influenza NS1A: 1.2%; H37Rv inhibition: -19.5%; M. tuberculosis: 25.7%; VEEV TC-83 Vero: 3.0%; Salmonella PhoP GFP: -2.1%

How did Cc1nc2ncccn2c1-c1csc(NCc2ccco2)n1 do in these assays?
influenza NS1A: -0.5%; H37Rv inhibition: 0.3%; M. tuberculosis: 20.3%; VEEV TC-83 Vero: 5.9%; Salmonella PhoP GFP: -12.7%

What do the screens show for `COc1ccc(OC)c2c1sc(=NC(=O)c1ccco1)n2C`?
influenza NS1A: -4.3%; H37Rv inhibition: -1.1%; M. tuberculosis: 12.0%; VEEV TC-83 Vero: inconclusive; Salmonella PhoP GFP: -2.9%

Results for O=C1c2ccccc2C(=O)N1CCCc1nc(-c2ccccc2)no1 ?
influenza NS1A: -1.9%; VEEV TC-83 Vero: 2.0%; Salmonella PhoP GFP: 1.3%
